Assay outcomes deposited in PubChem by National Center for Advancing Translational Sciences (NCATS).
SW480 rereplic – DNA re-replication induction in SW480 cells | SW480 DNA re-replication, Hoechst DNA content imaging, 48 h | Potency, µM (highest dose often 46.1 µM), inactives show at the top dose re-replication activation, hits mostly activators | hit rate 1.8% among 340,000; also: % of control where 0% means no effect; nearly all actives have a fitted effect of over 55% in size
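DNA re-replication was detected as more nuclei of elevated Hoechst intensity after 48 hr exposure to compound (23 nL pinned per well of 250 cells).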
HT1080-NT tox – kills 2HG-producing HT-1080-NT fibrosarcoma cells | HT-1080-NT fibrosarcoma viability, CellTiter-Glo ATP luminescence, 48 h | hit rate 1.6% among 360,000 | Potency, µM (doses to about 46.1 µM), inactives show top-dose activity, negative = less viability, hits mostly cytotoxic;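 also: NT is the 2HG producing partner of a matched IDH1 knockdown line; 0% = DMSO-treated cells and -100% = media-only wells without cells; nearly all actives have a fitted effect of over 55% in size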
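Fibrosarcoma NT cells, 750 per well in 5% FBS RPMI, were exposed to compound for 48 hours. Viability: CellTiter-Glo luminescence.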
KB-3-1 cytotox – kills parental KB-3-1 adenocarcinoma cells; KB-3-1 viability, CellTiter-Glo ATP luminescence, 72 h; Potency, µM (series often up to 46.1 µM), for inactives: at the highest dose activity change, negative = cytotoxic, most hits filed as cytotoxic; hit rate 1.4% among 400,000; AID 1347075; also: % is scaled to controls: 0 for no effect and ±100 for the full control effect; nearly all actives have a fitted effect of over 60% in size
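Parental KB-3-1 adenocarcinoma cells in phenol-red-free DMEM with 10% FBS were pin-treated with compounds at several concentrations, incubated 72 h at 37 °C, and viability read by CellTiter-Glo luminescence; concentration-effect curves were fitted after normalization.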
HT1080 IDH1KD tx – toxicity to HT-1080 IDH1 knockdown cells (counter line); AID 686971; hit rate 2% among 360,000; HT-1080 IDH1 knockdown viability, ATP luminescence, 48 h; Potency, µM (top dose mostly 46.1 µM), for the others: at the top dose activity, negative = toxicity, hits mostly cytotoxic;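 also: 0% = DMSO wells and -100% = cell-free medium wells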
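Luminescent ATP read-out (CellTiter-Glo, 10 min at room temperature) after 48 h compound exposure at 37 °C gave viability of IDH1-knockdown HT-1080 cells. Activity was normalised to DMSO and cell-free wells, then fitted as concentration-response curves.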
KB-V1 cytotox – KB-V1 MDR subline cytotoxicity | Potency, µM (titrated, usually from 46.1 µM), without a hit: top-dose activity change, negative = cytotoxicity, most hits filed as cytotoxic | hit rate 3.4% among 400,000 | KB-V1 MDR cells viability, CellTiter-Glo, 72 h | AID 1347076; also: % is scaled to controls: 0 for no effect and ±100 for the full control effect; nearly all actives have a fitted effect of over 60% in size
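Readout: CellTiter-Glo luminescence, 10 min after addition. Cells: KB-V1 MDR subline, 72 h at 37 degrees C with compound. Analysis: corrected, normalized data fitted to concentration-effect curves.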
GLP1R inv ag – inverse agonists of human GLP-1 receptor. HEK293 GLP-1R CRE-luciferase, luminescence, 24 h; GLP-1R form is constitutively active. hit rate 1.6% among 410,000. P43220. Potency, µM (titrated, usually from 38.3 µM), inactives show top-dose activity change, negative = inhibition, hits mostly inhibitors; also: % is scaled to controls: 0 for no effect and ±100 for the full control effect; nearly all actives have a fitted effect of over 55% in size
Target sequence (P43220 whole entry, looked up): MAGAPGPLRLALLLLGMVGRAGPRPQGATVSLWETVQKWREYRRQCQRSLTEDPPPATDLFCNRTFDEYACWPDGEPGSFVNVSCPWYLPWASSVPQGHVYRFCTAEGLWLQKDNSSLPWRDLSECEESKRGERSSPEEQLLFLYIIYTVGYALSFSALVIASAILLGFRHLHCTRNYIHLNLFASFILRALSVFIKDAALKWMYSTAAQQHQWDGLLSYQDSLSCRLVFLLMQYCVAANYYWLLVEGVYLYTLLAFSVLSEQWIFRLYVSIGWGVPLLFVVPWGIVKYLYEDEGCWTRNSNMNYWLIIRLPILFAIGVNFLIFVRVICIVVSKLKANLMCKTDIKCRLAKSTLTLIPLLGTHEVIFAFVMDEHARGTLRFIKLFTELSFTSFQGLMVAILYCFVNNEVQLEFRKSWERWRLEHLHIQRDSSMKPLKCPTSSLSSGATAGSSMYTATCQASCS
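HEK293 cells stably co-expressing a cAMP-responsive luciferase reporter and constitutively active GLP-1R were seeded, incubated 12 h, then exposed to compounds for 24 h at 37 C. Luminescence was read 12 min after detection reagent; inverse agonists lower signal.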
HEK293 tox – cytotoxic in the GLP-1 receptor inverse agonist counter-screen; AID 624418; HEK293 cAMP-luciferase reporter cells, luminescence, 24 h; hit rate 0.13% among 410,000; Potency, µM (top dose mostly 38.3 µM), for inactives: at the top dose activity change, negative = inhibition, most hits filed as inhibitors;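 also: loss of luciferase light is scored as toxicity; % is scaled to controls: 0 for no effect and ±100 for the full control effect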
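MLSMR compounds, 24 hr on cells at 37 deg C/5% CO2; luminescence after luciferase reagent (12 min RT). Inhibition counted as the undesired cytotoxic outcome.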
GLP1R ag – GLP-1 receptor (human) agonism | AID 624172 | hit rate 0.007% among 380,000 | Potency, µM (series often up to 45.6 µM), inactives show top-dose activation, hits mostly activators | HEK293 GLP-1R CRE-luciferase, luminescence, 4-6 h; cells express a hypersensitive GLP-1R form; also: % of control where 0% means no effect
TDP43 rescue – TDP-43 toxicity inhibition in yeast. TDP-43 expressing yeast growth rescue, BacTiter-Glo, 24 h. Potency, µM (highest dose often 46.1 µM), inactives show at the top dose growth rescue (activation), most hits filed as activators. hit rate 1.8% among 410,000. AID 652104; also: % of control where 0% means no effect; nearly all actives have a fitted effect of over 50% in size
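Luminescence from BacTiter-Glo reports growth of TDP-43-expressing yeast after 24 hr at 30 deg C with compound. Cells were raffinose-pregrown to mid-log, then seeded in galactose medium at OD600=0.02.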
An asterisk follows results filed as active; ? = inconclusive; . = not tested or not shown; [ ] = remark or other dose. Calls follow the shape of the dose curve; as a rule, active = well fitted curve in the direction sought with a large enough effect; inconclusive = small, poorly fitted or top-dose-only effect, or another doubt; inactive = no such curve, though single readings can be large; an effect the other way counts as inactive or inconclusive. Potency is read from the fitted curve at half-maximal effect.

SMILES	SW480 rereplic	HT1080-NT tox	KB-3-1 cytotox	HT1080 IDH1KD tx	KB-V1 cytotox	GLP1R inv ag	HEK293 tox	GLP1R ag	TDP43 rescue
COc1ccc(S(N)(=O)=O)cc1C(=O)NCC1(N2CCCCC2)CCCCC1	-1%	-2%	-4%	-4%	-5%	?	8%	28%	10%
CN(CC1CCCO1)S(=O)(=O)c1ccc(C(=O)Nc2ccccc2F)cc1 (centres undefined)	22%	2%	8%	17%	?	-39%	-3%	0%	?
CCOc1ccc(Cn2nnc(C(=O)NCCc3ccccc3)c2N)cc1	-1%	-1%	-1%	3%	-2%	2%	3%	-2%	12%
Cc1cc(CN2CCCC(C(=O)Nc3ccc(-c4nc5ccccc5[nH]4)cc3)C2)n[nH]1 (centres undefined)	?	-21%	-23%	?	6%	13%	-19%	4%	-19%
Cc1nnc(N2CCOCC2)c2ccccc12	-6%	-1%	-1%	-1%	2%	0%	-6%	-2%	-21%
NC(=O)c1ccc(N2CCCCCC2)c([N+](=O)[O-])c1	-7%	-17%	-4%	-3%	-11%	3%	-13%	22%	10%
COCCn1nnnc1C(c1cc2ccc(C)cc2[nH]c1=O)N(Cc1ccco1)Cc1cccs1 (centres undefined)	?	?	-2%	?	?	?	-10%	5%	-27%
CCN(C(=O)CSc1nnc2ccccn12)c1c(N)n(Cc2ccccc2)c(=O)[nH]c1=O	-1%	-1%	1%	15%	16%	3%	14%	0%	-11%
O=C1OCc2nc3cc4c(cc3c(-c3ccc(F)cc3)c21)OCO4	-18%	4%	-1%	-6%	26%	1%	2%	10%	3%
CN(C(=O)CSc1nc2ccccc2c(=O)n1-c1ccc(F)cc1F)C1CCS(=O)(=O)C1 (centres undefined)	0%	7%	5%	13%	-8%	2%	10%	2%	17%
CCCCNC(=O)/C(=C/c1ccccc1)NC(C)=O	-3%	11%	-1%	8%	-2%	9%	16%	0%	16%
O=C(CSc1nc2ccccc2n1CC(=O)N1CCCC1)NCc1ccc2c(c1)OCO2	-2%	-5%	-9%	1%	0%	2%	1%	0%	-7%
COc1ccccc1C(=O)Nc1ccc2[nH]ncc2c1	-5%	20%	0%	10%	-19%	64%[activator]	-9%	-3%	12%
COc1ccccc1N(C)S(=O)(=O)c1ccc(C(=O)NCc2ccc3c(c2)OCO3)cc1	?	-20%	-6%	-2%	?	?	-3%	0%	-16%
CC1C(=O)N(Cc2cn(CCC3OCCO3)nn2)CCS(=O)(=O)N1Cc1ccc(-c2ccncc2)cc1 (centres undefined)	.	-16%	13%	2%	25%	19%	-14%	-4%	7%
COc1ccc2nc(C)cc(Nc3cccc(C(=O)O)c3)c2c1	-14%	-2%	15%	1%	?	-1%	5%	-5%	15%
O=C(CN1CCN(Cc2ccccc2Cl)CC1)N/N=C/C=C/c1ccco1	3%	-15%	0%	-3%	?	4%	-13%	6%	-19%[1.82 µM]
Cc1ccc(C(=O)C=Cc2cccc(C)c2)cc1	?	?	-16%	?	0%	?	-3%	15%	22%
COC(=O)c1ccc(N/C=C/C(=O)c2ccc(OC)c(OC)c2)cc1	-5%	6%	0%	-5%	10%	6%	-6%	2%	1%
CNC(=S)N1CCN(c2c(F)cc3c(=O)c(C(=O)O)cn(C4CC4)c3c2OC)CC1C (centres undefined)	-3%[9.22 µM]	5%	3%	3%	-10%	0%	12%	-5%	4%
CCN1CCN(c2nc3c(C)cccn3c(=O)c2/C=C(\C#N)C(=O)NCCOC)CC1	6.5µM*	4%	?	-1%	-6%	13%	77%[activator]	8%	0%
CC(C)N1C(=O)c2ccccc2C1C(=O)NCCc1ccccc1 (centres undefined)	-7%	2%	16%	8%	?	23%	-5%	1%	-2%
CCOc1ccc(CCNC(=O)c2cccc3c2C(=O)N(CCOC)C3)cc1OCC	-1%	11%	3%	14%	-16%	30%[activator]	2%	17%	0%
O=S(=O)(c1ccccc1)N1CCN(c2ncnc3scc(-c4ccccc4)c23)CC1	?	-19%	-30%	-25%	?	?	9%	14%	16%
CCc1ccccc1NC(=O)c1ccc(F)c(S(=O)(=O)N2CCC(C(N)=O)CC2)c1	-2%	5%	-2%	3%	-4%	-3%	-8%	2%	-5%
O=C(NCc1ccc(N2CCCC2=O)cc1)Nc1cccc(Cl)c1	?	-3%	2%	-24%	16µM*	1%	5%	-1%	-16%
O=C(CSc1nc2c(cnn2-c2ccccc2)c(=O)[nH]1)NC1CCS(=O)(=O)C1 (centres undefined)	?	14%	4%	7%	15%	8%	-26%	-6%	11%
CC(C)Oc1cc(C(=O)NC2CCCCC2)c2ccccc2n1	4%	2%	-9%	-1%	-11%	0%	-8%	-3%	0%
C=CCNC(=O)C(C(=O)OCC)C1CCCCC1 (centres undefined)	-3%	14%	18%	11%	-3%	3%	7%	-9%	14%
Cc1sc(-n2c(C)ccc2C)c(C#N)c1C	2%	-23%	-2%	-25%	26%	41%[activator]	12%	4%	-14%
CCCCCCCC(=O)N1CCN(c2cc3c(cc2F)c(=O)c(C(=O)O)cn3CC)CC1	4%	-1%	2%	-5%	0%	1%	-4%	3%	6%
O=c1oc2ccccc2c(Nc2cccc3cccnc23)c1[N+](=O)[O-]	2%	-17%	5%	-23%	-6%	-15%	-10%	1%	-8%
O=C(COC(=O)c1ccccc1)NCc1cccs1	-7%	1%	2%	2%	?	6%	3%	0%	19%
O=C(COc1ccccc1Cl)Nc1ccccc1C(=O)N1CCCCC1	29%	-1%	.	-6%	.	-27%	17%	2%	14%
CCN1C(=O)[C@H]2[C@@H](c3ccc(-c4ccc5c(c4)OCO5)cc3)N3CCC[C@@]3(C(=O)OC)[C@H]2C1=O	1%	6%	0%	1%	?	19%	-2%	-3%	-5%
Cc1ccc(-c2nc3c4ccccc4ccn3c2Cc2ccsc2)cc1	.	-2%	0%	3%	13%	-4%	1%	10%	17%
COc1ccc(-n2nnc3c(=O)n(CC(=O)N4CCC(C)CC4)cnc32)cc1	-7%	17%	15%	18%	6%	5%	0%	1%	8%
C=CCn1c(SCC(=O)Nc2cc(Cl)ccc2C(=O)O)nc2sc(C)c(C)c2c1=O	-7%	-1%	-13%	-8%	4%	-7%	-5%	-3%	21%
COc1ccc(C(=O)CCC(=O)Nc2ccc(C)c(Cl)c2)cc1	.	.	3%	.	-12%	-29%	-17%	.	12%
O=C(CN1C(=O)COc2ccccc21)Nc1ccccc1F	4%	-1%	?	-2%	21%	20%	0%	-6%	-9%
COc1ccc(NC(=O)C2C3C=CC(O3)C2C(=O)NCc2cccnc2)cc1 (centres undefined)	4%	-1%	-17%	?	?	0%	1%	-3%	24%
COc1ccccc1NS(=O)(=O)c1ccc(C)c(C(=O)NCc2cccnc2)c1	-14%	0%	4%	2%	4%	0%	12%	-9%	-12%
COC(=O)[C@]1(C)N[C@H](c2ccc(-c3ccccc3)cc2)[C@@H]2C(=O)N(C)C(=O)[C@@H]21	8%	14%	15%	14%	9%	-2%	-4%	-1%	12%
Cn1ccnc1Sc1ccc(C=O)cc1[N+](=O)[O-]	0%	9%	3%	6%	4%	15%	5%	0%	16%

Entries from the list above containing a thiophene ring, fused or not (6):
SMILES	SW480 rereplic	HT1080-NT tox	KB-3-1 cytotox	HT1080 IDH1KD tx	KB-V1 cytotox	GLP1R inv ag	HEK293 tox	GLP1R ag	TDP43 rescue
COCCn1nnnc1C(c1cc2ccc(C)cc2[nH]c1=O)N(Cc1ccco1)Cc1cccs1 (centres undefined)	?	?	-2%	?	?	?	-10%	5%	-27%
O=S(=O)(c1ccccc1)N1CCN(c2ncnc3scc(-c4ccccc4)c23)CC1	?	-19%	-30%	-25%	?	?	9%	14%	16%
Cc1sc(-n2c(C)ccc2C)c(C#N)c1C	2%	-23%	-2%	-25%	26%	41%[activator]	12%	4%	-14%
O=C(COC(=O)c1ccccc1)NCc1cccs1	-7%	1%	2%	2%	?	6%	3%	0%	19%
Cc1ccc(-c2nc3c4ccccc4ccn3c2Cc2ccsc2)cc1	.	-2%	0%	3%	13%	-4%	1%	10%	17%
C=CCn1c(SCC(=O)Nc2cc(Cl)ccc2C(=O)O)nc2sc(C)c(C)c2c1=O	-7%	-1%	-13%	-8%	4%	-7%	-5%	-3%	21%
